Assay outcomes as filed in PubChem.
PAX8 inh HTS – PAX8 transcriptional activity inhibition | inhibition, % at 12.6 µM | actives 1.2% (n = 360,000) | RMG-I TPO-luciferase reporter, SteadyGlo, 24 h;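 active = mean replicate inhibition at least 60% with every replicate also reaching 60%; inconclusive = only one of the two criteria is met; inactive = mean below 60% and not all replicates reaching 60%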;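 note: luciferase light reporting Pax8 driven TPO promoter activity; plate controls were median of neutral control wells for no effect and mitoxantrone controls for full effect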
EWS-Fli inh – blocks EWS/Fli oncoprotein-driven transcription; A673 NR0B1-luciferase reporter, viability-normalised; inhibition, % at 12.6 µM; actives 0.67% (n = 350,000);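 active = mean inhibition of at least 50% after viability correction, with every replicate also passing that limit; inconclusive = mean reaches 50% but only one of two replicates passes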;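 note: firefly luciferase signal divided by Alamar Blue viability fluorescence both relative to DMSO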
DENV2 CPE – DENV2-induced cell death inhibition; CPE inhibition, % at 9.99 µM; actives 1.7% (n = 350,000); AID 651640; DENV2-infected cells, cytopathic effect rescue, plate reader; in the data active = CPE inhibition above about 20%, passing the limit was not always enough; inconclusive = no clear call, values can overlap the other calls; tested in BHK-21 cells;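 note: 0% = median of neutral control wells and 100% = median of positive control wells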
miR122 inh – inhibitors of miR-122 in Huh7 cells; AID 602342; actives 0.3% (n = 340,000); activation (reporter increase), % at 12.5 µM; Huh7 miR-122 Renilla luciferase sensor, 48 h; neutral wells = 0, positive control = 100;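 active = mean replicate activation score at least 90 and every replicate individually at or above 90; inconclusive = only one of the two criteria met; inactive = neither criterion met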;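 note: higher luciferase means less miR-122 activity so hits act as miR-122 inhibitors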
F508del corr – correctors of CFTR F508del function in bronchial epithelial cells; CFBE cells, YFP halide quenching; stimulated with forskolin plus potentiator P3; % fluorescence drop versus neutral controls; AID 720511; actives 0.36% (n = 350,000); activity (quench increase), % at 7.58 µM;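 active = mean added fluorescence quench of at least 8% versus neutral control, with both replicates also reaching 8%; inconclusive = only one of the mean or replicate conditions met; inactive = mean below 8% and not both replicates reaching 8%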;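 note: cells transiently co-express mutant CFTR-F508del with the halide-sensitive YFP; corrector assay measuring rescue of mutant channel to the surface after 24 h compound exposure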
FN deposit inh – fibronectin deposition inhibition; AH1F fibroblasts, Alexa488-fibronectin deposition fluorescence, overnight; inhibition, % at 12.6 µM; actives 0.086% (n = 350,000);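 active = mean inhibition across replicates of 30% or more, regardless of how many single replicates reach that level; inconclusive = mean under 30% yet at least half of replicates reach 30%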;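 note: positive control wells lacked labelled fibronectin entirely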
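Assay system: AH1F fibroblasts / Quantity: 10000 cells per well / Medium: DMEM plus 2% serum, read in PBS / Reagent: labelled fibronectin 24 nM / Dosing: single dose, pinned / Times: 1 h cell attachment, overnight exposure to compound and label / Signal: fluorescence, ex 485 nm, em 525 nm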
INS-1E GSIS act – primary screen for activators of insulin secretion dependent on glucose, INS-1E cells, GLuc reporter luminescence | INS-1E GLuc reporter insulin secretion, 2-3 h | activation, % at 16.6 µM | actives 0.61% (n = 370,000);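 active = lowest replicate activation of at least 40%, so every replicate reaches that level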;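 note: 0% = median of neutral control wells and 100% = median of IBMX positive control wells; some compounds called inactive have numbers as strong as hits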
* hit, by the source's call; u = inconclusive; x = not tested or not shown; & = joins results of further samples; [ ] = dose if it differs, or a comment.

Results follow in this order: PAX8 inh HTS | EWS-Fli inh | DENV2 CPE | miR122 inh | F508del corr | FN deposit inh | INS-1E GSIS act
O=C(NCC1CC1)[C@@H]1[C@@H](CO)[C@@H]2Cn3c(cccc3=O)[C@H]1N2CCc1ccccc1
 : x | 3 | 0 | -5[16.7 µM] | 1.3 | x | 8
CCOc1ccc(S(=O)(=O)N2CCN(S(=O)(=O)c3ccc(C(C)=O)cc3)CC2)cc1
 : -1 | 2 | -4 | x | -5.3 | 4 | -1
CN(C)CC(=O)N[C@@H]1C[C@@H]2O[C@H](CO)CC[C@@H]2O[C@@H]1CCc1ccc(C2=CCCCC2)cc1
 : x | -2 | -29 | x | 0.9 | x | x
CC(NC(=O)CN(C)Cc1cccs1)c1ccccc1 (stereo not drawn)
 : 0 | -9 | -6 | x | -3.1 | -6 | 3
COC(=O)c1sc(S(=O)(=O)Oc2ccccc2NC(C)=O)c(C(=O)OC)c1C
 : 36 | 7 | 1 | 2 | -0.2 | -7 | 14
CCn1c2ccccc2c2cc(CN3CCN(S(C)(=O)=O)CC3)ccc21
 : 5 | x | x | -1 | x | 8 | -1
CN(NC1OC(=O)c2ccccc21)c1ccccc1[N+](=O)[O-] (stereo not drawn)
 : 0 | 7 | 9 | 3 | -1.9 | 1 | -4
C[C@@H]1CN([C@@H](C)CO)C(=O)c2cc(NS(C)(=O)=O)ccc2O[C@@H]1CN(C)Cc1ccc(C(=O)O)cc1
 : x | -2 | -5 | 1[16.7 µM] | -1.0 | x | 12
CC(NC(=O)Nc1cccc(F)c1)c1ccc2c(c1)OCO2 (stereo not drawn)
 : -14 | 1 | -5 | x | 3.4 | -3 | -36
O=C(O)Cc1ccc(C(=O)c2ccccc2)s1
 : -31 | x | x | 7 | x | 4 | x
Cn1ccc(C(=O)OCC(=O)Nc2cccc(Cl)c2)n1
 : -1 | -6 | -3 | -4 | -1.1 | -10 | 10
COc1ccc(NS(=O)(=O)c2cccc(C(=O)NN=Cc3ccc(OC)cc3OC)c2)cc1
 : 11 | 19 | -1 | -1 | 3.3 | 2 | -16
O=C(CCS(=O)(=O)c1ccccc1)N1CCOCC1
 : -46 | -35 | -3 | x | -3.7 | -8 | 10
CC(Oc1cccc(Cl)c1)C(=O)N1CCCN(C)CC1 (stereo not drawn)
 : x | -6 | 4 | x | -1.4 | 1 | 0
CC(C)c1nc(CNC(=O)C2CCC(=O)N(Cc3ccc(Cl)cc3)C2)no1 (stereo not drawn)
 : 11 | x | 16 | 3 | -0.1 | 1 | 8
Cc1cccc(-n2c(C)cc(/C=C3\C(=N)N4N=C(CC(C)C)SC4=NC3=O)c2C)c1
 : 2 | -12 | 3 | -7 | x | 12 | x
CCOC(=O)N1CCN(C(=O)C2CCN(S(=O)(=O)c3ccc(OC)cc3)CC2)CC1
 : 6 | -1 | 3 | x | -1.3 | 10 | -12
C[C@H]1CN([C@@H](C)CO)C(=O)c2cc(NC(=O)CCC(F)(F)F)ccc2O[C@H]1CN(C)S(=O)(=O)c1ccc(Cl)cc1
 : 7 | -7 | 73* | 1[16.7 µM] | 1.8 | x | -11
O=C(O)CC/C(=N/NC(=O)c1cccs1)c1ccccc1
 : 4 | -8 | -5 | x | x | -5 | x
COc1ccc(NC(=O)N(C)C[C@H]2OCCCC[C@@H](C)Oc3ccc(NC(=O)Nc4ccccc4)cc3C(=O)N([C@H](C)CO)C[C@@H]2C)cc1
 : -7 | -14 | -8 | 2[16.7 µM] | -0.9 | 1 | -19

Sorted by formula weight (lowest first): 3 of the compounds above
Results follow in this order: PAX8 inh HTS | EWS-Fli inh | DENV2 CPE | miR122 inh | F508del corr | FN deposit inh | INS-1E GSIS act
Cn1ccc(C(=O)OCC(=O)Nc2cccc(Cl)c2)n1
 : -1 | -6 | -3 | -4 | -1.1 | -10 | 10
CCn1c2ccccc2c2cc(CN3CCN(S(C)(=O)=O)CC3)ccc21
 : 5 | x | x | -1 | x | 8 | -1
CCOc1ccc(S(=O)(=O)N2CCN(S(=O)(=O)c3ccc(C(C)=O)cc3)CC2)cc1
 : -1 | 2 | -4 | x | -5.3 | 4 | -1

(list continues)
Results follow in this order: PAX8 inh HTS | EWS-Fli inh | DENV2 CPE | miR122 inh | F508del corr | FN deposit inh | INS-1E GSIS act
CCOC(=O)N1CCC(N2C(=O)c3ccccc3C2Nc2ccc(S(=O)(=O)N3CCOCC3)cc2)CC1 (stereo not drawn)
 : -7 | 14 | -2 | 10 | 1.0 | 11 | -12
COc1ccc(S(=O)(=O)Nc2ccc3c(c2)C(=O)N([C@@H](C)CO)C[C@@H](C)[C@H](CN(C)S(=O)(=O)c2ccc(C)cc2)O3)cc1
 : 6 | 7 | -3 | -5[16.7 µM] | 0.8 | x | 0
COc1cccc(CC(=O)Nc2nc3ccccc3[nH]2)c1
 : -17 | -26 | -10 | -7 | -3.7 | 5 | 16
Cc1ccc(NC(=O)Nc2cnc3ccccc3c2)cc1
 : -113 | -115 | -4 | 5 | -2.3 | 5 | 19
CCCNC(=O)N1[C@H](CO)[C@H](c2ccccc2)C12CN(C(=O)CC)C2
 : 1 | 0 | 5 | x | -1.4 | x | 4
CC(C)CCC[C@@H](C)[C@H]1CC[C@H]2[C@@H]3C(=O)C=C4C[C@@H](O)CC[C@]4(C)[C@H]3CC[C@]12C
 : 3 | 3 | -6 | -3 | 1.2 | -11 | x
O=C1c2ccccc2C(c2nnnn2-c2ccc3c(c2)OCCO3)N1CCc1ccccc1F (stereo not drawn)
 : 2 | -14 | -15 | x | -0.1 | 1 | -11
COC(=O)c1cc(-c2ccccc2)sc1N
 : -128 | x | x | -1 | x | 7 | x
COc1ccc(C2C(C(=O)NCCN(C)C)c3ccccc3C(=O)N2C)cc1OC (stereo not drawn)
 : 3 | x | x | -2 | x | -4 | x
O=C(NCc1ccccn1)c1ccc2nc(C3CCCCC3)oc2c1
 : -66 | -31 | -1 | -7 | -1.7 | 2 | -10
Cn1cnc(S(=O)(=O)N2[C@@H]3CNC[C@H]2C3c2ccc(-c3ccncc3)cc2)c1 (stereo partly drawn)
 : -3&-3 | 25&16 | u | x | -1.4&0.0 | 2&-3 | -1&11
C#CCOCCOCCOCCNc1nc(N2CCOCC2)nc(N2CCN(C(=O)CCCCCCCCCCNC(=O)[C@H](CO)n3cc(CCCCCN)nn3)CC2)n1
 : -13 | -9 | u | 5 | -5.1 | 7 | 28
CCc1nc2c(OCC=C(C)C)cccn2c1N(C)C(=O)c1ccccc1F
 : 11 | 17 | -1 | -4 | 1.0 | x | -3
COc1ccc(NC(=O)N[C@H]2CC[C@H](CCn3cc(-c4ccc(F)cc4)nn3)O[C@H]2CO)cc1
 : -2 | 7 | -1 | x | 6.2 | 3 | 17
CCOC(=O)c1cc(NC(=O)c2ccccc2)c(=O)oc1-c1ccccc1
 : -6 | x | x | 7 | x | -3 | x
Cc1ccc(S(=O)(=O)N(C)C[C@H]2Oc3cc(-c4cccc(F)c4)ccc3S(=O)(=O)N([C@@H](C)CO)C[C@H]2C)cc1
 : -12 | 2 | -7 | 13[16.7 µM] | 0.6 | x | 6
COc1ccc(-n2c(SCC(=O)NCCCN3CCCC3=O)nnc2C(C)N2CCCCC2)cc1 (stereo not drawn)
 : 0 | -8 | 4 | x | 0.5 | 5 | 3
CN(C)CCOC(C1CCCCC1)C1CCCCC1
 : x | 14 | 5 | 3 | 2.4 | x | -13
COc1ccc(NC(=O)Nc2cc(C)ccc2F)cc1OC
 : -47 | -45 | 8 | -3 | 2.7 | 2 | 2
C/C=C/c1ccccc1[C@@H]1[C@@H](CO)N(C(C)=O)[C@H]1C#N
 : x | 3 | 1 | x | -2.3 | -1 | 3
Fc1ccccc1-c1n[nH]c(=S)n1CC1CCCO1 (stereo not drawn)
 : -9 | -5 | -10 | 10 | 0.8 | 3 | 2
COCCN(C(=O)CSc1nc2ccc(Cl)cc2[nH]1)c1c(N)n(Cc2ccccc2)c(=O)[nH]c1=O
 : x | 7 | u | x | 1.7 | -11 | 23
Cc1cc(C)c(NC(=O)CNC(=O)CN(C)Cc2ccc(Br)s2)c(C)c1
 : 26 | 0 | 4 | x | -0.8 | -8 | -13
COc1cc(CNC(=O)c2nc(Cn3nc(C)c(Br)c3C)no2)cc(OC)c1
 : 15 | 1 | 6 | -1 | 0.2 | 6 | -40
COc1ccc(-c2nc(C#N)c(NCCCN3CCOCC3)o2)cc1
 : -24 | -20 | 0 | 2 | -4.7 | -5 | 11
Cc1ccc(-c2ccc([C@@H]3[C@H](CO)N4CCCCN(C(=O)Nc5cccc(F)c5)C[C@@H]34)cc2)cc1
 : 81* | 32 | 13 | -17[16.7 µM] | 2.0 | x | x
CC(=O)Nc1sc(C)c(C)c1C(=O)OCC(=O)NCc1ccc(Cl)cc1
 : -1 | -5 | -4 | 12 | -2.1 | x | 11
COc1ccc(NC(=O)N(C)C[C@@H]2Oc3ccc(N(C)C)cc3CC(=O)N([C@@H](C)CO)C[C@H]2C)cc1
 : 10 | x | -6 | -1[16.7 µM] | 0.4 | x | 17
COCCCNC(=O)C1CCC(CNS(=O)(=O)c2ccc3c(c2)CC(C)N3C(=O)C2CC2)CC1 (stereo not drawn)
 : -12 | -2 | 6 | -4 | 0.9 | 9 | 13
COc1cc(NC(=O)COC(=O)/C=C/c2c(C)nn(-c3ccc(F)cc3)c2Cl)cc(OC)c1
 : 4 | 6 | -1 | x | -0.8 | 2 | 1
Cc1nc(-c2ccc(Cl)cc2)sc1C1(C)CC(c2ccc(Cl)cc2)=NO1 (stereo not drawn)
 : -4 | 0 | -4 | -3 | -1.2 | -7 | -3
CCC(C)N1CCN(S(=O)(=O)c2ccc3ccccc3c2)CC1 (stereo not drawn)
 : 5 | 6 | -2 | 12 | 1.9 | -3 | 15
CCOC(=O)c1sc(NC(=O)c2ccc3ncsc3c2)nc1C
 : 33 | 87* | -6 | -2 | 4.6 | 2 | 17
Cc1c(C(=O)NCc2cccnc2)sc2nc(-c3ccccc3)cn12
 : x | -51 | -2 | -1 | -2.9 | 10 | 5
CNC(=O)C[C@H]1CC[C@@H]2[C@H](COc3ccc(NC(=O)Nc4ccc(F)c(F)c4)cc3C(=O)N2C)O1
 : -10 | -8 | u | -42[16.7 µM] | 2.0 | -6 | -4
O=C(CSc1ncccn1)NC(=O)NCc1ccco1
 : 11 | 8 | -3 | 0 | -1.5 | 1 | 0
COc1cc(O)c(C(CC(=O)N2CCN(c3ccccc3)CC2)c2ccc3c(c2)OCO3)c(OC)c1 (stereo not drawn)
 : -4 | 7 | x | 6 | 0.4 | -5 | -10
Cc1cc(=O)n2c(n1)SCOC2
 : 8 | 6 | -6 | -6 | 2.4 | 3 | x
CN(C)CC(=O)Nc1ccc2c(c1)[C@H]1C[C@H](CC(=O)NCc3ccc4c(c3)OCO4)O[C@@H](CO)[C@H]1O2
 : 0 | 4 | 12 | -1[16.7 µM] | 0.9 | -1 | 5

Of the compounds above, two contain a cyano group:
Results follow in this order: PAX8 inh HTS | EWS-Fli inh | DENV2 CPE | miR122 inh | F508del corr | FN deposit inh | INS-1E GSIS act
C/C=C/c1ccccc1[C@@H]1[C@@H](CO)N(C(C)=O)[C@H]1C#N
 : x | 3 | 1 | x | -2.3 | -1 | 3
COc1ccc(-c2nc(C#N)c(NCCCN3CCOCC3)o2)cc1
 : -24 | -20 | 0 | 2 | -4.7 | -5 | 11
